# MsrA inh – bovine MsrA enzyme inhibitors, primary screen, biochemical, absorbance, HTS | Methionine sulfoxide reductase A (Bos taurus) | purified bovine MsrA, absorbance read-out | inhibition, % at 15.5 µM | 360,000 compounds, 0.75% hits; in the data active = inhibition above about 4.5%;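 note: 0% = vehicle wells with enzyme and 100% = reference inhibitor wells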
# MT1-MMP act inh – blockers of MT1-MMP proenzyme processing, primary screen, HT1080 RFP-PRO-GFP cells, GFP/RFP fluorescence | Matrix metalloproteinase-14 (Homo sapiens), P50281 | GFP/RFP ratio fluorescence, overnight; percent of plate control window, DMSO zero | GFP/RFP ratio change, % at 20 µM | 360,000 compounds, 0.061% hits | AID 651647, 2012;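 active = GFP/RFP ratio change of at least 30% with cell ATP level not reduced by more than half and red fluorescence within 50% of control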; note: strong numbers were not always called active
#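 system = RFP-PRO-GFP reporter HT1080 cells | dosing = 20 µM single dose, 1% DMSO | timing = overnight cell settling, then overnight compound exposure, 37 °C, 5% CO2 | read-out basis = GFP/RFP fluorescence ratio | controls = DMSO and RFP-L50D-GFP cell wells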
# TbMetRS inhib – T. brucei MetRS inhibitors, primary screen, biochemical, luminescence; methionyl-tRNA synthetase (Trypanosoma brucei brucei); purified T. brucei MetRS, ATP depletion, Kinase-Glo luminescence; inhibition, % at 11.9 µM; 360,000 compounds, 0.4% hits; AID 624268, 2012;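 active = inhibition above a per-plate cutoff of the control wells' mean inhibition plus 3 SD, cut at about 5.5% in these data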;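 note: 0% = DMSO wells median and 100% = median of wells with control inhibitor compound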
#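 Dosing: 11.9 µM single point; system: parasite MetRS enzyme; technique: luminescence of leftover ATP; times: 15 min enzyme-compound preincubation, 2 h reaction, 10 min detection, 25 °C; replicates: each compound tested once; read-out basis: percent inhibition relative to median high and low control wells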
# MLLE-PAM2 inh – inhibitors of PABP1 MLLE–PAM2 peptide binding, primary screen, biochemical, fluorescence polarization, FITC-PAM2, GST-MLLE; Polyadenylate-binding protein 1 (Homo sapiens), P11940; inhibition, % at 20 µM; 360,000 compounds, 0.36% hits; in the data active = inhibition above about 35%, passing the limit was not always enough;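 note: plate controls were DMSO wells with GST-MLLE for no effect and wells lacking GST-MLLE protein for full effect; some results filed as inactive read as strong as hits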
# NRP1-CendR mod – modulators of CendR peptide binding to NRP-1, primary screen, biochemical, fluorescence polarization, uHTS; FAM-RPARPAR peptide binding to NRP-1; inhibition, % at 25 µM; 360,000 compounds, 0.85% hits;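 active = inhibition or corrected inhibition above about 18%, plus a signal ratio from 0.5 to 1.5, limit read from the data, passing the limit was not always enough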; note: strong numbers were not always called active
# Target sequence (O14786 whole entry, looked up): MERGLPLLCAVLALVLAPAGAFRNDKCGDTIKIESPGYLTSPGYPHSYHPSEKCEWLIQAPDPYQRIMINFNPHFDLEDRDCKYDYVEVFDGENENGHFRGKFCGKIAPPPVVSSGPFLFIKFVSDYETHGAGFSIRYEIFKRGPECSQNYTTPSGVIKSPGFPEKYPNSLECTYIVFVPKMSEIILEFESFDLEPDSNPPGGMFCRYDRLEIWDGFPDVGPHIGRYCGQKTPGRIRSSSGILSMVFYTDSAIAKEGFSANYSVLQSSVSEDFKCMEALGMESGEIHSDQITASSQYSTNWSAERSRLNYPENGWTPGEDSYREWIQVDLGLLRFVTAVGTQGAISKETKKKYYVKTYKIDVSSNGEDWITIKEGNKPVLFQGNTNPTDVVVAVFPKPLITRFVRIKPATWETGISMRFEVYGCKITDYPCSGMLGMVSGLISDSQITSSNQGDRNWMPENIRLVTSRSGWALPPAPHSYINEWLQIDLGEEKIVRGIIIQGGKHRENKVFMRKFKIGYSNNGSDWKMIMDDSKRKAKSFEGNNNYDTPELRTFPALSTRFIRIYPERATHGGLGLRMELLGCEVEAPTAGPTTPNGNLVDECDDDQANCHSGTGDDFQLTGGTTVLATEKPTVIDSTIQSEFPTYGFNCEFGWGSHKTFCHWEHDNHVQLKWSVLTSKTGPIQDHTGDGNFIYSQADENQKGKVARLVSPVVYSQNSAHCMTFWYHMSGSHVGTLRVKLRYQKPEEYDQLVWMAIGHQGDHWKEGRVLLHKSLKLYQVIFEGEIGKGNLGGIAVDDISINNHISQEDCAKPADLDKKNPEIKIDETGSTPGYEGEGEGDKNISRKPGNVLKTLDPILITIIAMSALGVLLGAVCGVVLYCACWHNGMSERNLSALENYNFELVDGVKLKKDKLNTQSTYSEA
# SKN-1 block – suppressors of acrylamide-induced Pgst-4::GFP reporter in worms, primary screen, SKN-1 inhibitor project, whole organism, uHTS, GFP/RFP fluorescence ratio, strain VP596; inhibition, % at 21.8 µM; 360,000 compounds, 0.49% hits; C. elegans VP596 Pgst-4::GFP/RFP ratio, 24 h; AID 624304, 2012;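 active = interference check ratio from 0.5 to 1.5 plus GFP to RFP signal ratio inhibition reaching or exceeding a fixed threshold, cut at about 30% in these data, passing the limit was not always enough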; note: some compounds called inactive have numbers as strong as hits
# MsrA act – bovine MsrA enzyme activators, primary screen, biochemical, absorbance, HTS | purified bovine MsrA, absorbance read-out | activation, % at 10.6 µM | 360,000 compounds, 0.3% hits | AID 602163, 2012; in the data active = activation above about 7.5%;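 note: 0% = vehicle and 100% = reference activator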
# FAS-TE inh – FAS thioesterase domain inhibitors, primary screen, biochemical, fluorescence intensity, uHTS. recombinant FAS-TE, OMFH fluorogenic substrate, fluorescence endpoint. inhibition, % at 15 µM. 360,000 compounds, 0.67% hits. AID 602261, 2012;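 active = compounds whose normalised, plate-corrected inhibition of enzyme fluorescence in the single-dose primary screen is 50% or more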;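 note: 0% = DMSO with enzyme and 100% = substrate without enzyme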
# E coli Lon inh – inhibitors of E. coli Lon protease, primary screen, biochemical, fluorescence polarization. P0A9M0. purified E. coli Lon protease. inhibition, % at 7.94 µM. 360,000 compounds, 0.42% hits. AID 602123, 2011; in the data active = inhibition above about 13%, passing the limit was not always enough;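 note: 0% = enzyme with probe and DMSO and 100% = no enzyme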
# * = called active by the depositor; . = no result given.
SMILES,MsrA inh,MT1-MMP act inh,TbMetRS inhib,MLLE-PAM2 inh,NRP1-CendR mod,SKN-1 block,MsrA act,FAS-TE inh,E coli Lon inh
Cc1ccc(C)c(N(C(=O)Cn2nnc(-c3cccs3)n2)C(C(=O)NC2CCCC2)c2ccncc2)c1 (stereo not given),0.7,6,-0.5,-1,-3,22,-1,-8,1
COc1cc(C2c3sc(=O)[nH]c3SC3C(=O)N(c4ccc(Br)cc4)C(=O)C32)ccc1O (stereo not given),-0.8,-7,-0.1,47*,-13,4,-9,1,-6
COc1ccc(C(=O)NC(C)c2nnc(SCC(=O)NC3=NCCS3)n2C)cc1 (stereo not given),-1.4,-2,-0.1,2,-3,14,-1,-4,3
COc1ccc(NC(=O)C(C)N2CCN(C)CC2)cc1 (stereo not given),-0.6,2,-0.3,21,-9,-7,-1,-6,-13
CCn1c(=O)c(C(=O)NCc2ccc3c(c2)OCO3)c(O)c2ccccc21,-0.9,-4,-1.4,3,-2,-3,-2,20,1
CCC(C(=O)NC1CCCC1)n1c(-c2ccccn2)nc2ccccc21 (stereo not given),0.1,-5,-0.6,.,6,-8,.,.,.
Cn1c(SCC(=O)N2CC(=O)Nc3ccccc32)nc2ccccc2c1=O,0.0,-3,0.2,-16,-16,-11,0,-2,-14
CCOc1ccc(NC(=O)C2CC(=O)N(c3ccc4c(c3)OCCO4)C2)cc1OCC (stereo not given),-0.4,2,-0.3,-65,2,9,-1,-3,12
O=C1CSC(c2cccc([N+](=O)[O-])c2)N1c1c(F)cccc1F (stereo not given),-1.2,3,1.9,-9,7,10,-5,-7,2
Cc1nnnn1-c1ccc(CC(=O)O)cc1,-1.3,2,-0.7,-2,3,1,-10,2,5
Cc1ccc(C)c(N(CC(=O)NC2CCCC2)C(=O)CNC(=O)c2cccs2)c1,-0.3,-2,-0.6,-1,6,13,-1,0,2
CC(C)c1cc(NC(=O)c2ccccc2)cc(C(C)C)c1O,0.4,2,0.1,-3,-3,0,-2,3,-7
Cc1ccc2[nH]c3c(NCCN4CCOCC4)ncnc3c2c1,0.3,10,11*,0,-1,-10,-5,-8,-5
CCc1nc(N2CCOCC2)c(C#N)c2c1COC(C)(C)C2,0.3,-1,0.1,1,15,-3,1,-1,-6
C=CCN(CC=C)S(=O)(=O)c1ccc2nc(NC(=O)C3CCCO3)sc2c1 (stereo not given),0.2,8,-1.2,0,-11,17,-13,-2,-1
O=C(Nc1ccccc1N1CCCC1)C1CC(=O)N(Cc2ccccc2)C1 (stereo not given),-1.1,1,-0.2,-11,-15,5,0,-5,-3
Cc1ccc(C(=O)NC(Cc2cccc(C(F)(F)F)c2)C(=O)O)cc1 (stereo not given),-1.2,6,-1.4,8,-5,-12,-8,-4,-10
Cc1cc(C)cc(NC(=O)CS(=O)(=O)c2ccccc2)c1,-0.8,0,-0.5,4,19,3,-1,-4,-2
CC1(C)SC(=S)N(NC(=O)Nc2ccccc2)C1N(O)C(=O)Nc1cccc2ccccc12 (stereo not given),2.0,1,0.4,-67,19,13,-2,-87,0
CN(C(=O)CSc1nnc(NCc2ccccc2)s1)C1CCS(=O)(=O)C1 (stereo not given),0.6,1,-0.4,21,1,7,0,-4,1
Cc1ccc(-c2csc3ncn(CC#N)c(=O)c23)cc1,-0.5,0,0.5,-18,-2,4,-2,-2,-2
C/C(=N\NC(=S)NC1CCCCC1)c1cccs1,-0.7,1,-0.7,29,3,9,-1,22,-2
Cc1ccc(-n2c(C)cc(/C=N/Nc3ccc([N+](=O)[O-])cn3)c2C)c(C)c1,1.4,-10,0.2,-93,-55,1,0,-20,-17
COc1ccc(N2CC(C(=O)Nc3nnc(SCC(=O)NCC4CCCO4)s3)CC2=O)cc1 (stereo not given),1.0,-4,-0.3,-11,-1,20,-2,-4,0
CN(C)S(=O)(=O)c1cccc(COC(=O)CN2CCCCCC2=O)c1,0.3,-2,-0.6,1,-3,-12,-6,-6,-1
# (cont.)
SMILES,MsrA inh,MT1-MMP act inh,TbMetRS inhib,MLLE-PAM2 inh,NRP1-CendR mod,SKN-1 block,MsrA act,FAS-TE inh,E coli Lon inh
CCOC(=O)C1CCN(C(=O)Cn2nc(C)n3nc(-c4ccc(OC)cc4)cc3c2=O)CC1,-1.1,-2,-0.1,-1,3,16,-2,-1,-1
Cc1ccc(S(=O)(=O)Nc2nc(CN3CCOCC3)nc3sc(C(=O)O)c(C)c23)cc1,0.9,-2,0.2,2,-34,15,-3,-4,-14
COc1cc(/C=C/C(=O)N(Cc2ccccc2)c2ccccn2)cc(OC)c1OC,1.1,0,-0.9,7,-4,10,-7,-6,-5
COc1cccc(-c2onc3ccc(C4(C)OCCO4)cc23)c1,1.4,2,-0.5,-2,-2,1,-5,14,-6
COc1nc2ccc(C)cc2cc1-c1noc(-c2cccnc2)n1,-0.2,3,-0.7,-7,-10,-4,-4,0,-2
O=C(Cn1c(=O)c2cccn2c2ccccc21)NCc1cccc(F)c1,2.3,2,-0.3,-3,-1,16,-1,0,0
O=c1[nH]c(=O)n([C@H]2C[C@H](O)[C@@H](CO)O2)cc1C(F)(F)F,0.1,-4,-1.1,-5,6,-18,-1,-5,-6
COc1ccc(Nc2ncc3c(n2)CC(c2ccc(C)cc2)CC3=O)cc1 (stereo not given),-0.4,3,-1.7,8,3,-29,-12,3,-14
Cc1ccc(S(=O)(=O)N/N=C/c2cccn2-c2ccc(Cl)cc2)cc1,0.2,-1,0.1,-75,0,4,-1,7,2
COc1ccc(CCNC(=O)C2CCN(S(=O)(=O)c3ccc(OC)c(OC)c3)CC2)cc1,-0.4,0,-1.0,7,-14,32,0,2,1
O=C1CN(C(=O)COC(=O)c2ccco2)c2ccccc2N1,-0.1,-2,-0.4,0,-5,9,-2,-6,-2
c1ccc2cc(N3CCCCC3)ccc2c1,0.3,2,-0.3,-3,-15,34,-1,5,14
O=C(NC1CC2CCC1C2)C1CCN(S(=O)(=O)c2ccc(-c3nn[nH]n3)cc2)CC1 (stereo not given),-0.4,3,-0.5,8,-9,-18,-2,-10,1
COC(=O)[C@@]1(Cc2ccc(F)cc2)[C@H]2c3cc(C(=O)N4CCCC4)n(Cc4ccc(OC(F)(F)F)cc4)c3C[C@H]2CN1C(=O)c1ccccc1,2.3,-22,-0.3,.,-5,8,-1,20,-15
Cc1ccc(Cl)c(NC(=O)CSc2cccc[n+]2[O-])c1Cl,-1.1,4,-0.1,15,28*,10,-2,-6,-6
CCc1nc2ccc(C(=O)NC3CCN(C)CC3)cn2c1N(C)CCC(C)C,-1.3,1,-0.3,10,-2,8,-7,-5,-7
CC1(C)CC(=O)C2=C(C1)OC(N)=C([N+](=O)[O-])C2c1ccc(F)cc1 (stereo not given),3.4,1,0.8,-5,1,16,-3,-5,1
Cc1c(C(=O)O)oc2c1C(=O)CC(C)(C)C2,-1.6,1,-0.5,-10,-12,6,-4,-4,2
CSCCC(NC(=O)c1ccccc1Cl)C(=O)N(C)CC(=O)Nc1ccc(N2CCOCC2)cc1 (stereo not given),1.7,4,-0.4,2,-6,5,-2,-4,-10
Cc1ccc(S(=O)(=O)NC(C)CCc2ccccc2)cc1 (stereo not given),1.2,-2,0.0,-1,-2,1,-2,15,11
Cc1n[nH]c(=S)n1/N=C/c1ccc(OCc2ccc(Cl)cc2Cl)cc1,-0.6,6,0.0,-61,0,1,2,10,-5
Cc1cc(C)c(Nc2n[nH]c(=S)s2)cc1C,0.3,0,-0.1,17,2,14,6,-8,-5
COC(=O)C1=NN[C@H](C(=O)OC)[C@H]1c1ccccc1,0.9,1,-0.5,10,3,4,-3,-11,-6
COc1cc(NC(=O)c2cc(-c3cccc(O)c3)on2)cc(OC)c1OC,0.5,1,0.6,-7,-1,8,-2,5,-4
Cc1ncc([N+](=O)[O-])n1CCOC(=O)NC(NCc1ccccc1)C(Cl)(Cl)Cl (stereo not given),1.1,3,-0.1,0,4,6,3,0,-2

# Given with values under each structure: 2 of the compounds above.
# Order of values: MsrA inh	MT1-MMP act inh	TbMetRS inhib	MLLE-PAM2 inh	NRP1-CendR mod	SKN-1 block	MsrA act	FAS-TE inh	E coli Lon inh
> CCOC(=O)C1CCN(C(=O)Cn2nc(C)n3nc(-c4ccc(OC)cc4)cc3c2=O)CC1
    -1.1	-2	-0.1	-1	3	16	-2	-1	-1
> Cc1ccc(S(=O)(=O)Nc2nc(CN3CCOCC3)nc3sc(C(=O)O)c(C)c23)cc1
    0.9	-2	0.2	2	-34	15	-3	-4	-14

# Remaining list, next part
SMILES,MsrA inh,MT1-MMP act inh,TbMetRS inhib,MLLE-PAM2 inh,NRP1-CendR mod,SKN-1 block,MsrA act,FAS-TE inh,E coli Lon inh
CC(C)(C)c1ccc(C2=CC(c3ccccc3F)n3ncnc3N2)cc1 (stereo not given),0.1,2,-0.5,-2,21,21,-4,1,6
CC(C)CC(NC(=O)/C(=C/c1ccco1)NC(=O)c1ccc(Br)o1)C(=O)O (stereo not given),0.3,-1,0.9,14,-16,-5,-3,-4,-3
O=S(=O)(NCCc1nnc2ccc(SCc3cccnc3)nn12)c1ccccc1,-0.4,-11,-0.6,1,-1,-4,-2,-5,1
Cn1cc(-c2nnc(-c3ccccc3)o2)c2ccccc21,1.1,5,-0.3,5,-1,-16,-4,0,-7
COC(=O)c1cc(C(=O)Nc2cc(C)on2)cc([N+](=O)[O-])c1,-0.9,2,0.3,-8,-9,10,1,-1,-3
C=CCOc1c(Cl)cc(C(=S)N2CCCC2)cc1OCC,-1.2,-3,-0.3,3,10,3,-4,10,-3
COc1ccc(CNC(=O)c2nn(-c3ccccc3)cc2OC)cc1,0.4,1,0.3,6,-1,7,3,-1,-18
Cc1sc2nc(SCC(=O)NCc3ccco3)n(Cc3ccccc3)c(=O)c2c1C,1.2,0,0.4,1,9,-12,1,9,-1
CCOc1ccc(S(=O)(=O)N2CCCC2)c2ccccc12,1.4,2,-0.1,3,-13,18,0,9,1
CN(Cc1ccn[nH]1)C(=O)C1CCC(=O)N(Cc2cccc(C(F)(F)F)c2)C1 (stereo not given),0.8,1,-0.3,4,-8,17,1,-7,-8
CC(=O)N1CCc2cc(S(=O)(=O)NC(Cc3ccccc3)C(=O)NC3CCCCCC3)ccc21 (stereo not given),-0.5,-3,-0.2,14,-3,5,-2,0,-2
COc1cccc(/C=C/C(=O)Nc2cc(S(=O)(=O)N3CCOCC3)ccc2OC)c1,2.1,1,-0.3,3,6,14,-4,-3,-7

# Quoted at random: three entries already listed, in no set order.
SMILES,MsrA inh,MT1-MMP act inh,TbMetRS inhib,MLLE-PAM2 inh,NRP1-CendR mod,SKN-1 block,MsrA act,FAS-TE inh,E coli Lon inh
CC(C)(C)c1ccc(C2=CC(c3ccccc3F)n3ncnc3N2)cc1 (stereo not given),0.1,2,-0.5,-2,21,21,-4,1,6
Cc1sc2nc(SCC(=O)NCc3ccco3)n(Cc3ccccc3)c(=O)c2c1C,1.2,0,0.4,1,9,-12,1,9,-1
CCOc1ccc(S(=O)(=O)N2CCCC2)c2ccccc12,1.4,2,-0.1,3,-13,18,0,9,1
